Source: PubChem BioAssay
MLLE-PAM2 inh – inhibitors of microRNA-mediated deadenylation, human PABP1 MLLE binding; actives 0.36% (n = 360,000); AID 588489; GST-MLLE / FITC-PAM2 fluorescence polarization; inhibition, % at 20 µM; P11940; in the data active means inhibition above about 35%, passing the limit was not always enough;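 further: plate controls were DMSO wells with GST-MLLE for no effect and wells lacking GST-MLLE protein for full effect; some results filed as inactive read as strong as hits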
bovine MsrA act – bovine methionine sulfoxide reductase A activation | activation, % at 10.6 µM | actives 0.3% (n = 360,000) | purified bovine MsrA, absorbance read-out; in the data active means activation above about 7.5%;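 further: 0% = vehicle and 100% = reference activator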
FAS TE block – inhibitors of human fatty acid synthase thioesterase domain. recombinant FAS-TE, OMFH fluorogenic substrate, fluorescence endpoint. actives 0.67% (n = 360,000). inhibition, % at 15 µM;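 active means compounds whose normalised, plate-corrected inhibition of enzyme fluorescence in the single-dose primary screen is 50% or more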;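 further: 0% = DMSO with enzyme and 100% = substrate without enzyme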
Target sequence (P49327 whole entry, looked up, the tested form may be a part): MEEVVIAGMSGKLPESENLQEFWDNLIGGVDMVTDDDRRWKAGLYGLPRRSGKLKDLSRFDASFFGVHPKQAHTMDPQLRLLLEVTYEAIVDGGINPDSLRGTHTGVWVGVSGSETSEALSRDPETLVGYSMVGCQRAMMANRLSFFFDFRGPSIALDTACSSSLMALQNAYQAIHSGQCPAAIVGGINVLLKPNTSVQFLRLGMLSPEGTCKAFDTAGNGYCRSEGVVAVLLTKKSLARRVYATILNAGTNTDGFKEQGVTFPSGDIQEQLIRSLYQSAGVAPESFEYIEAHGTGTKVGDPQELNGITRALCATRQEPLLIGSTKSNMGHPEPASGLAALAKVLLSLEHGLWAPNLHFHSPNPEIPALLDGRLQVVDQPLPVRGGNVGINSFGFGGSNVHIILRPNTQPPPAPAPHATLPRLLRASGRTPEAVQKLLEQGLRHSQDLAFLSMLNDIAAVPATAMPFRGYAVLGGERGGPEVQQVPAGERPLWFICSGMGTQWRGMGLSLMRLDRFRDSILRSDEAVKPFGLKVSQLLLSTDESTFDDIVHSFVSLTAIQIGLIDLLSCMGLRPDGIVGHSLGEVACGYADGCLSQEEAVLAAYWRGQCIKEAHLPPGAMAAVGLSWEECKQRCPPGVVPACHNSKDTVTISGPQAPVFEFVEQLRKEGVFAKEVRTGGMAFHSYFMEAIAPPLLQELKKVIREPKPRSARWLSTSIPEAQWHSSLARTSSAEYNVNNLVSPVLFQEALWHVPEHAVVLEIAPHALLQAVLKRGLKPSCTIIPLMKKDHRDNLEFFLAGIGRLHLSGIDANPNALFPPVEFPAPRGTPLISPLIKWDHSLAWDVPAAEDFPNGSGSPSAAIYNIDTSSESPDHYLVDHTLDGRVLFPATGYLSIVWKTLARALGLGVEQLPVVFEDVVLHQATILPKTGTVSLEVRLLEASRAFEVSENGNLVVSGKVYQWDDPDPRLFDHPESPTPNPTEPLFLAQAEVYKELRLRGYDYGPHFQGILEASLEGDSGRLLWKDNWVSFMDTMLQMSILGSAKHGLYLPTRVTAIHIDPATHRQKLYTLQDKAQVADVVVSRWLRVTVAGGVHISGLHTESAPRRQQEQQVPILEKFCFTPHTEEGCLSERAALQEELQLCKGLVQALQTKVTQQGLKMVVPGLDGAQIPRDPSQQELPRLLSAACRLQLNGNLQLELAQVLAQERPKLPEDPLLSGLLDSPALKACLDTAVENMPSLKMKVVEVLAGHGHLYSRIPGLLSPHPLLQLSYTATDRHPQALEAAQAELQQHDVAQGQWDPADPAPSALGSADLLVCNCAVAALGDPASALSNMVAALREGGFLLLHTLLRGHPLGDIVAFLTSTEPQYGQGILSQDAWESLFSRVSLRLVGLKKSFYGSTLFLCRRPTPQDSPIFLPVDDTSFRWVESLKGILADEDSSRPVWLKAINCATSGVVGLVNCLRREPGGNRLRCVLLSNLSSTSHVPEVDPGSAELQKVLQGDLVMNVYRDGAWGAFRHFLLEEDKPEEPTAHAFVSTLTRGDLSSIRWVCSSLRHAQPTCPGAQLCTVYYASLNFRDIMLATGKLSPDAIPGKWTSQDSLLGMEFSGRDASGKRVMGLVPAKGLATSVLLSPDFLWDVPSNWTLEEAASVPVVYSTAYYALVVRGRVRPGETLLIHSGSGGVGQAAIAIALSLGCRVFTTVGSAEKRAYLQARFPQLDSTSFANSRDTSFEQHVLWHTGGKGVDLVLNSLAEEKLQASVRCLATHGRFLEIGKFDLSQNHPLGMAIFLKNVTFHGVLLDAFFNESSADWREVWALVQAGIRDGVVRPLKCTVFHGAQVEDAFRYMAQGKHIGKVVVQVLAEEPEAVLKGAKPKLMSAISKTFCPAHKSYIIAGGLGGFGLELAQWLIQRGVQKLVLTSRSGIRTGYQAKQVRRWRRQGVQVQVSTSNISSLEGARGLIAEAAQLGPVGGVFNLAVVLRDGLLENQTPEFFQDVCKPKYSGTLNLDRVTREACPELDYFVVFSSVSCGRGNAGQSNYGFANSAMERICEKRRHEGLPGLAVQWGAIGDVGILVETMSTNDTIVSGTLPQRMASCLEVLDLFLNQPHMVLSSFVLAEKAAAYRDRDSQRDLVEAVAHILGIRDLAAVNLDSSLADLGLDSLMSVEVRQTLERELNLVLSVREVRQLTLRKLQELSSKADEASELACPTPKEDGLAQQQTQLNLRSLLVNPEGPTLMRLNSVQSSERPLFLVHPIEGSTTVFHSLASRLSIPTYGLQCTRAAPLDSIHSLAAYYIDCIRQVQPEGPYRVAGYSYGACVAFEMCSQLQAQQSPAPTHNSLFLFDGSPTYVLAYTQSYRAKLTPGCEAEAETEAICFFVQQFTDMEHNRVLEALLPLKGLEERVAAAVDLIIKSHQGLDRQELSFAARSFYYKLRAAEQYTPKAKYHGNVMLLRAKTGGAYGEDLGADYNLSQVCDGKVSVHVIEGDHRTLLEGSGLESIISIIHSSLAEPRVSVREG
MT1-MMP act inh – blocks activation of human MT1-MMP | actives 0.061% (n = 360,000) | HT1080 RFP-PRO-GFP cells, GFP/RFP ratio fluorescence, overnight; percent of plate control window, DMSO zero | GFP/RFP ratio change, % at 20 µM | P50281;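 active means GFP/RFP ratio change of at least 30% with cell ATP level not reduced by more than half and red fluorescence within 50% of control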; further: strong numbers were not always called active
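Assay system – RFP-PRO-GFP reporter HT1080 cells · Compound dosing – single dose of 20 µM compound, 1% DMSO final · Incubation – overnight compound exposure at 37 °C · Measure – GFP/RFP fluorescence ratio · Benchmarks – DMSO wells and RFP-L50D-GFP cells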
MsrA inh – inhibitors of bovine MsrA; purified bovine MsrA, absorbance read-out; inhibition, % at 15.5 µM; actives 0.75% (n = 360,000); AID 651718; in the data active means inhibition above about 4.5%;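 further: 0% = vehicle wells with enzyme and 100% = reference inhibitor wells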
CendR NRP1 mod – NRP-1/CendR interaction modulation | O14786 | FAM-RPARPAR peptide binding to NRP-1, fluorescence polarization | inhibition, % at 25 µM | actives 0.85% (n = 360,000) | AID 602438;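 active means inhibition or corrected inhibition above about 18%, plus a signal ratio from 0.5 to 1.5, limit read from the data, passing the limit was not always enough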; further: strong numbers were not always called active
TbMetRS inhib – Trypanosoma brucei MetRS inhibition; purified T. brucei MetRS, ATP depletion, Kinase-Glo luminescence; inhibition, % at 11.9 µM; actives 0.4% (n = 360,000); AID 624268;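 active means inhibition above a per-plate cutoff of the control wells' mean inhibition plus 3 SD, cut at about 5.5% in these data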;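 further: 0% = DMSO wells median and 100% = median of wells with control inhibitor compound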
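Assay system: T. brucei methionyl-tRNA synthetase, purified | Medium: HEPES buffer with MgCl2, KCl, DTT, spermine, BSA, pyrophosphatase | Compound: 11.9 µM single point | Incubation: 15 min enzyme-compound preincubation, 2 h reaction, 10 min detection, 25 °C | Measured by: Kinase-Glo luciferase luminescence reporting remaining unconsumed ATP | Measure: % inhibition normalized to control-well medians | Replication: Singlicate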
SKN-1 block – inhibitors of C. elegans SKN-1; actives 0.49% (n = 360,000); C. elegans VP596 Pgst-4::GFP/RFP ratio, acrylamide-induced, 24 h; inhibition, % at 21.8 µM;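 active means interference check ratio from 0.5 to 1.5 plus GFP to RFP signal ratio inhibition reaching or exceeding a fixed threshold, cut at about 30% in these data, passing the limit was not always enough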; further: some compounds called inactive have numbers as strong as hits
E coli Lon inh – E. coli protease La inhibition | P0A9M0 | inhibition, % at 7.94 µM | actives 0.42% (n = 360,000) | purified E. coli Lon protease, fluorescence polarization; in the data active means inhibition above about 13%, passing the limit was not always enough;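 further: 0% = enzyme with probe and DMSO and 100% = no enzyme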
* hit, by the source's call; / = not tested or not shown.

Compound	MLLE-PAM2 inh	bovine MsrA act	FAS TE block	MT1-MMP act inh	MsrA inh	CendR NRP1 mod	TbMetRS inhib	SKN-1 block	E coli Lon inh
COc1ccc(C(=O)COC(=O)CCNS(=O)(=O)c2ccc(NC(C)=O)cc2)c(OC)c1	2	-3	-4	4	-0.7	-3	-0.5	-17	-1
COc1ccc(C(=O)Nc2ccc3c(c2)OCCO3)cc1[N+](=O)[O-]	5	-4	6	5	2.3	15	0.1	0	0
O=C(CCc1ccc(S(=O)(=O)N2CCOCC2)cc1)Nc1ccc2c(c1)OCCO2	6	-10	-5	-1	1.4	0	-0.5	-5	-2
C/C(=N/OCO/N=C(\C)c1ccccc1)c1ccccc1	-6	-8	19	0	-0.5	-4	-1.0	14	13
O=C(CNC(=O)c1sc2ccccc2c1Cl)NCc1cccnc1	18	-2	-1	-1	-0.6	10	-0.1	-15	8
O=C(NC1=NCCS1)c1cccc(F)c1	-14	-2	-5	-1	3.0	-6	-0.1	10	0
O=C(Nc1ccc([N+](=O)[O-])cc1NC(=O)c1ccccc1)c1ccccc1	4	-2	12	7	-0.3	10	-0.2	1	-13
C#CCOCCOCCOCCNc1nc(N2CCN(C(=O)CCCCCCCCCCNC(=O)[C@H](CCCCN)n3cc(C[C@@H](C)CC)nn3)CC2)nc(N2CCN(C(=O)CCCCCCCCCCNC(=O)[C@@H]([C@H](C)O)n3cc(C)nn3)CC2)n1	13	0	-152	-34	/	2	-0.4	6	-1
COCCNC(=O)C1(C)CCCN(Cc2cc(C(F)(F)F)ccc2Cl)C1 (stereo not given)	0	1	-4	5	1.1	4	0.0	2	0
O=C(CCCn1c(=S)[nH]c2ccccc2c1=O)NC1CCCC1	-52	-12	-6	6	0.1	12	-1.5	-1	-2
CC(C)(C)NC(=O)CSc1nnc(C2CC2)n1Cc1ccccc1	1	-10	-6	-3	0.7	1	-0.8	-21	-2
COCC1CCCN(Cc2cn[nH]c2-c2cc3ccccc3o2)C1 (stereo not given)	-2	-5	-6	-1	-0.9	-2	-0.2	3	6
C/C(=N\NC(=O)C1CCCC1)c1ccc(Cl)cc1Cl	0	-4	-1	-1	-0.1	-12	-0.4	7	0
CCN(C(=O)CSc1ncccc1C(=O)Oc1cccc([N+](=O)[O-])c1)c1cccc(C)c1	-9	2	29	-3	0.5	-6	-0.1	-4	-4
CCOc1ccc2[nH]c(=S)sc2c1	6	8.4*	-1	2	2.3	-11	0.4	-1	-1
Cc1ccc(S(=O)(=O)Nc2ccc(S(=O)(=O)Nc3nccs3)cc2)cc1C	4	-1	-6	4	0.1	-3	-0.2	18	-1
NC(=O)c1nc(C2CCCCC2)nc2c1[nH]c(=O)n2-c1ccc(F)cc1	14	-2	6	1	-0.4	-3	-0.2	-2	-2
COc1ccccc1CNc1nc(Nc2cccc(-c3cnco3)c2)c2sccc2n1	-5	0	25	-11	3.2	-17	-0.1	11	-3
COc1ccc(C2=CC(=O)CC(C)(C)C2)cc1	-3	-4	-8	0	2.5	15	-0.2	-9	7
S=C(Nc1ccccc1)N1CCn2c(nc3ccccc32)C1	-65	-3	-7	1	-0.7	5	0.2	7	5

(continued)
Compound	MLLE-PAM2 inh	bovine MsrA act	FAS TE block	MT1-MMP act inh	MsrA inh	CendR NRP1 mod	TbMetRS inhib	SKN-1 block	E coli Lon inh
CN1OC[C@@H]2CN[C@H](c3ccc(-c4ccc(C#N)cc4)cc3)C[C@@H]21	-7	-2	-10	2	-0.5	2	-1.0	6	-1
COc1cccc(-n2nnnc2SCC(=O)NCCc2ccc(OC)c(OC)c2)c1	6	-4	-3	1	1.6	-12	-1.2	-2	-1
COc1cc(-n2c(-c3ccccc3)n[nH]c2=S)c(OC)cc1Cl	-2	1	-1	1	1.2	3	-0.6	4	-4
OCc1nnc2c3ccccc3c(-c3ccccc3)nn12	-2	-4	-8	-1	0.3	1	-0.8	6	1
Cc1ccc(C(=O)Nc2cc(C(F)(F)F)ccc2N2CCCCC2)cc1[N+](=O)[O-]	-1	1	28	1	-0.8	-1	-0.4	-16	-11
O=c1c(O)c(-c2ccc(O)c(O)c2)oc2cc(O)cc(O)c12	-4	-4	22	-56	1.4	-57	0.8	12	-24
CCOC(=O)[C@@H]1[C@H]2COc3cc(OC)ccc3[C@@H]2N2C(=O)N(c3ccc(Cl)cc3)C(=O)[C@]12C	1	-2	38	1	1.6	9	-0.1	-1	-2
O=C(CN1CCSC1=O)N1CCN(S(=O)(=O)c2ccccc2)CC1	-2	-9	-10	2	-0.4	12	-0.2	-6	1
Cc1ccccc1N(CC(=O)NCC1CCCO1)C(=O)CNS(=O)(=O)c1ccc(F)cc1 (stereo not given)	4	-4	-3	-4	0.2	5	0.0	-13	-4
COc1ccc(N2CCN(C(=O)c3ccc(S(=O)(=O)NCc4ccco4)cc3)CC2)cc1	4	-11	-9	3	0.0	19	-0.6	1	0
CC(=O)Nc1ccc(N2CCCC(C)C2)c([N+](=O)[O-])c1 (stereo not given)	1	-2	0	2	-0.9	7	-0.2	12	10
COc1ccc(CNC(=O)c2ccc(-c3c(C)noc3C)c3ccoc23)cc1OC	-4	-1	1	9	-1.3	-10	-0.3	15	0
CCCCOc1ccc(S(=O)(=O)NCc2csc(C)n2)cc1	-1	0	-1	-5	0.9	-6	-0.8	9	-6
O=C(NN1C(=O)C2C(c3ccccc3)C=CC(c3ccccc3)C2C1=O)c1cccc(Br)c1 (stereo not given)	5	-4	54*	3	0.1	-3	-0.2	11	-10
Cc1cc(C(=O)NC(CC(C)C)C(=O)O)cc(C)c1[N+](=O)[O-] (stereo not given)	9	-3	-5	-2	0.8	5	-0.1	4	4
COc1cc([N+](=O)[O-])ccc1NC(=O)C[n+]1ccccc1	12	2	-8	-8	0.5	-7	0.1	0	13
O=C(CC1Nc2ccccc2NC1=O)NC1CCCCC1 (stereo not given)	-15	-2	-10	-5	2.4	-64	-0.6	12	-2
CN(C)/C=C1/Sc2ccccc2C1=O	21	-11	-11	-5	0.7	8	-1.1	1	-2
Cc1cc(C)c(NC(=O)CS(=O)CC(=O)N2CCN(c3ccc(F)cc3)CC2)c(C)c1 (stereo not given)	3	-2	-9	6	-0.8	-3	-0.1	-2	2
O=C(O)C1C2CCC(O2)C1C(=O)NCc1ccc(Cl)cc1 (stereo not given)	-4	-6	-10	5	-0.9	-4	0.4	0	-4

More entries follow:
Compound	MLLE-PAM2 inh	bovine MsrA act	FAS TE block	MT1-MMP act inh	MsrA inh	CendR NRP1 mod	TbMetRS inhib	SKN-1 block	E coli Lon inh
COc1ccc(-c2noc(CCC(=O)Nc3cccc(C(=O)NC4CC4)c3)n2)cc1OC	-13	-5	-11	6	1.9	3	-0.3	14	0
O=C(NCC1(c2ccccc2)CCCC1)c1ccc(Br)o1	8	-2	4	-3	-0.5	-12	0.0	8	3
CCn1nc(NC(=O)c2ccco2)c2cc3cc(C)ccc3nc21	-8	-5	-1	5	0.3	-15	-0.7	-6	7
O=C(NCCC1=CCCCC1)C1CCN(c2nnc(-n3cccc3)s2)CC1	8	2	3	0	-1.1	2	-0.2	-9	-2
O=c1[nH]c2cc3ccccc3cc2nc1-c1nnnn1C1CCCC1	/	-3	0	-15	0.6	-20	52*	26	19
NC(=O)CCn1nc(-c2ccc(Cl)cc2)c2ccccc2c1=O	10	-10	-2	-5	-0.2	0	-1.6	-28	0
CCC1=NN2C(=N)/C(=C\c3cccn3-c3c(C)cccc3C)C(=O)N=C2S1	-6	-2	9	-2	2.9	12	0.8	10	-9
COc1ccc(N(C(=O)Nc2ccc(Cl)cc2)C2=NCCC2)cc1	5	-3	30	4	0.6	-7	0.0	9	-12
CCOC(=O)C1=C(C)Nc2ccccc2N=C1NC(=O)c1cc(C)on1	-3	-10	-2	1	0.0	3	-0.4	-10	-3
COc1ccc(N(C)S(=O)(=O)c2cccc(C(=O)N3CCN(c4cccc(C)c4C)CC3)c2)cc1	7	1	36	-8	3.6	2	0.0	-1	3
COc1ccc(/C=N/Nc2ccc(C(=O)O)cc2)cc1OC	5	-6	-2	9	2.6	-2	-0.6	3	-6
CCCN(CCC)S(=O)(=O)c1ccc(C(=O)NNC(=O)c2cc(OC)c(OC)c(OC)c2)cc1	5	-11	-2	-7	0.7	-2	-1.6	-6	0
CC(=O)OCC1(C)CN(c2ccccc2)NC1=O (stereo not given)	3	-12	-11	-1	1.7	-13	-1.2	5	-7
O=C(Nc1ccccc1F)c1ccc2nc(N3C(=O)CCC3=O)sc2c1	-62	-7	-7	-1	0.1	-1	-1.4	-20	-4
CCOCCCNC(=O)C(NC(=O)Cc1c[nH]c2ccccc12)c1ccc(OC)cc1 (stereo not given)	18	-8	-6	-1	-1.4	3	-0.7	3	-14
CC(C)C(NC(=O)C1CCC(C(C)(C)C)CC1)C(=O)NCc1cccnc1 (stereo not given)	-7	-5	11	5	0.9	5	-0.9	5	-5
Cc1cc(C)nc(SCC(CSc2nc(C)cc(C)n2)C(=O)O)n1	0	2	-4	-1	0.5	-20	-0.5	-1	-2
CCOC(=O)C(=O)N/N=C/c1cccc(Br)c1	15	-1	1	1	-1.0	4	0.2	0	7
Cn1c(SC/C=C/c2ccccc2)nnc1-c1cccs1	-5	3	-6	9	-0.3	-1	-0.4	8	-3
O=C(OCC(=O)N1CCN(C(=O)c2ccco2)CC1)c1ccccc1O	-7	-11	-12	0	-0.9	9	-0.5	-34	-3

Random excerpt: three compounds from above, in no set order.
Compound	MLLE-PAM2 inh	bovine MsrA act	FAS TE block	MT1-MMP act inh	MsrA inh	CendR NRP1 mod	TbMetRS inhib	SKN-1 block	E coli Lon inh
CCC1=NN2C(=N)/C(=C\c3cccn3-c3c(C)cccc3C)C(=O)N=C2S1	-6	-2	9	-2	2.9	12	0.8	10	-9
COc1cccc(-n2nnnc2SCC(=O)NCCc2ccc(OC)c(OC)c2)c1	6	-4	-3	1	1.6	-12	-1.2	-2	-1
COc1ccc(N(C(=O)Nc2ccc(Cl)cc2)C2=NCCC2)cc1	5	-3	30	4	0.6	-7	0.0	9	-12

Other entries
Compound	MLLE-PAM2 inh	bovine MsrA act	FAS TE block	MT1-MMP act inh	MsrA inh	CendR NRP1 mod	TbMetRS inhib	SKN-1 block	E coli Lon inh
O=c1cc(O)c(-c2ccccc2Cl)c(Cl)[nH]1	-12	5	-8	-4	1.1	1	-0.1	-4	-12
CC1=CC(Cc2ccccc2)N(C)C(C(N)=O)C1 (stereo not given)	-6	-3	-2	7	/	0	-0.7	8	0
O=C(CC[C@H]1O[C@@H](n2ccc(=O)[nH]c2=O)[C@H](O)[C@@H]1O)NCCCc1ccccc1	17	-1	-4	2	-0.8	13	0.1	9	-10
CC(=O)c1cccc(NC(=O)N2CCCC2C(=O)NCc2ccccc2)c1 (stereo not given)	4	-14	-7	29	0.3	-5	-2.0	-27	-2
CC(C)(C)c1ccc(C(=O)c2c[nH]c(C(=O)O)c2)cc1	12	-9	-5	0	-0.9	-4	-0.6	0	1
Cc1[nH]c2ccccc2c1SCCN	10	-1	-4	-4	-0.4	-7	0.1	9	-11
CCOc1ccc2nc(Nc3nc(CSc4nnnn4-c4ccccc4)cc(=O)[nH]3)nc(C)c2c1	8	-2	31	4	-0.1	-7	-0.9	2	-12
O=C(c1cc(-c2ccncc2)nc2ccccc12)N1CCN(c2ccccc2O)CC1	-1	-3	-5	-1	0.5	5	-0.2	-1	-13
